From PubChem BioAssay
GlmU inhibition = inhibition of mycobacterial GlmU enzyme – biochemical, glucosamine-1-phosphate acetyltransferase (AID 1376); M. tuberculosis GlmU acetyltransferase enzyme assay; higher % means a stronger effect; inhibition, %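 (tested at 30 µM in the primary screen)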, or IC50 in µM where a hit was titrated; 220,000 compounds, 0.25% hits; in the data active = inhibition above about 13%;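 note: 0% = complete reaction with vehicle and 100% = reaction without substrate; strong numbers were not always called active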
Mtb RmlCD inh = blocks M. tuberculosis RmlC and RmlD coupled enzymes; P9WH09+P9WH11; RmlC+RmlD coupled enzyme assay, percent inhibition; primary screen in compound mixtures; inhibition, % at 3.6 µM; 160,000 compounds, 0.03% hits; in the data active = inhibition mostly above about 34%, no sharp cut-off; note: some results filed as inactive read as strong as hits
Target sequence (P9WH09 whole entry, looked up): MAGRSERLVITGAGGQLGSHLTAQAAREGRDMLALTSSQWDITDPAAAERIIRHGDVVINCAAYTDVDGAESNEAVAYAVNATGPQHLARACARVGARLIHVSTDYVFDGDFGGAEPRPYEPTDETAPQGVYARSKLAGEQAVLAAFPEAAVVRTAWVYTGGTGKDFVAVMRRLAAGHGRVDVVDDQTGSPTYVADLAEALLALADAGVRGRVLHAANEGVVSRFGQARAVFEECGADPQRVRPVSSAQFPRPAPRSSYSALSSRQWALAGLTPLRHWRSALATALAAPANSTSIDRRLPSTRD
Target sequence (P9WH11 whole entry, looked up): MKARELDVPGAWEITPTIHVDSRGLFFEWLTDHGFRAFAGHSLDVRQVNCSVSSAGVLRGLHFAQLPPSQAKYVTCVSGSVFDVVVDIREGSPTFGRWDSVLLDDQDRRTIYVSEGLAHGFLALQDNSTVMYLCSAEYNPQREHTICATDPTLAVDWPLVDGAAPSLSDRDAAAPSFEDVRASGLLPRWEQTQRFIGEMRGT
* hit, by the source's call; . = not tested or not shown.

Sample of the layout (2 entries):
molecule	GlmU inhibition	Mtb RmlCD inh
O=C(c1cccc(Cl)c1)N1CCC(=O)N(C(COCc2cccc(Cl)c2)Cc2ccccc2)CC1 (stereo unspecified)	0.2%	.
Cn1c(N)c(S(=O)(=O)c2ccc(Br)cc2)c2nc3ccccc3nc21	6.2%	-0.5

This part in full, repeating the preview:
molecule	GlmU inhibition	Mtb RmlCD inh
O=C(c1cccc(Cl)c1)N1CCC(=O)N(C(COCc2cccc(Cl)c2)Cc2ccccc2)CC1 (stereo unspecified)	0.2%	.
Cn1c(N)c(S(=O)(=O)c2ccc(Br)cc2)c2nc3ccccc3nc21	6.2%	-0.5
CCCCC1(CO)C(=O)N(c2ccccc2)N(c2ccccc2)C1=O	2.5%	4.8
O=C(Nc1cccc2ncccc12)c1ccc(Br)c([N+](=O)[O-])c1	-1.0%	4.1
CCOC(=O)N1CCN(C(=O)CSc2nnc(Cc3ccccc3)o2)CC1	-1.5%	5.7
N=c1c2c3c(sc2ncn1Cc1ccco1)CCCCC3	0.5%	4.0
Cc1cccc(C)c1NC(=O)CSc1nnc([C@H](C)NC(=O)OC(C)(C)C)o1	-1.9%	10.6
O=C(NCCc1ccccc1)C1c2ccccc2C(=O)N1Cc1cccs1 (stereo unspecified)	-4.8%	-4.4
COC(=O)C(C(=O)OC)C(C(C)C)C(C(=O)OC)C(=O)OC	2.6%	.
COc1ccccc1C(=O)Nc1ccc(S(=O)(=O)NC2=NCCCCC2)cc1	-5.2%	-3.4

The list goes on:
molecule	GlmU inhibition	Mtb RmlCD inh
Nn1c(Cc2cccc3ccccc23)nnc1SCn1nnc2ccccc2c1=O	-4.8%	-8.2
COc1cc(/C=C2\SC(=S)N(CCC(=O)Nc3ccccc3)C2=O)cc(OC)c1OC	0.1%	.
CCOC(=O)C1C(c2ccccc2)NC(=S)NC1(C)O (stereo unspecified)	-6.9%	-6.5
COCCCn1nnnc1SCC(=O)N1c2ccccc2CC1C (stereo unspecified)	1.5%	-6.5
C/C(=N\NC(=O)c1nn(C)c(C)c1Br)c1ccc(NC(=O)c2ccccc2F)cc1	-0.8%	.
CCN(CC)S(=O)(=O)c1ccc(N2CCOCC2)c(NC(=O)c2ccc(C#N)cc2)c1	6.3%	-4.3
Cc1ccc(S(=O)(=O)N2CCCC(C(=O)N(Cc3cccs3)C3CC3)C2)cc1 (stereo unspecified)	-3.0%	7.6
O=C1/C(=C/C=C/c2ccco2)SC(=S)N1NS(=O)(=O)c1ccccc1	49.6µM*	2.5
CN1CCC(=NNC(=O)c2ccc(N(Cc3ccc(Cl)cc3)S(C)(=O)=O)cc2)CC1	-1.5%	.
Cc1cnc(C(=O)NCC(c2ccccc2)c2ccccc2)cn1	2.3%	-13.6

Next entries follow:
molecule	GlmU inhibition	Mtb RmlCD inh
COc1cccc(Sc2cc(N3CCOCC3)nc(-c3ccccc3)n2)c1	.	-6.5
COC(=O)C1(CCSC)NC(c2ccco2)C2C(=O)N(C)C(=O)C21 (stereo unspecified)	0.0%	.
O=C(N=Nc1c(O)[nH]c2ccc([N+](=O)[O-])cc12)c1cc(-c2ccccc2Cl)nc2ccccc12	0.3%	.
CC(C)CC(=O)NC(=S)NNC(=O)c1cccc([N+](=O)[O-])c1	7.5%	4.0
Fc1cccc(CN2CCN(C(=S)NCCc3ccccc3)CC2)c1	2.6%	4.2
CCOCCCn1c(=S)[nH]c2ncccc2c1=O	6.3%	6.9
NC(=O)C1(N2CCCCC2)CCN(Cc2ccccc2)CC1	0.2%	9.3
CC(=O)N1CCN(CC(=O)Nc2cc(S(=O)(=O)N3CCOCC3)ccc2C)CC1	5.2%	-10.9
COc1ccc(Nc2nc(-c3cccs3)nc3ccccc23)cc1	-2.9%	-13.8
O=c1c2ccccc2c(C=NCCCN2CCOCC2)c(O)n1Cc1ccc2c(c1)OCO2	-1.6%	1.9

Carrying on:
molecule	GlmU inhibition	Mtb RmlCD inh
COC(=O)CCC(=O)c1oc2ccc(OC)cc2c1N	-0.2%	0.5
Cn1c(Cn2nnc3ccccc32)nnc1SCC(=O)c1ccccc1F	-1.1%	5.6
CCC(=O)N(Cc1ccco1)Cc1cc2cc3c(cc2[nH]c1=O)OCO3	1.9%	-3.7
c1ccc(Nc2nc(N3CCCC3)nc(N3CCOCC3)n2)cc1	-1.2%	.
OCC[C@@H]1C[C@@H](O)[C@H](O)[C@]2(CCCO2)O1	-2.1%	.
Cc1nc(Cl)c(C(=O)NC(C)(C)C)c(C)c1Cl	3.9%	-9.1
Cc1ccc(OCC(=O)N2CCN(Cc3ccc4c(c3)OCO4)CC2)cc1C	-6.9%	17.9
CCOc1ccc(Cc2noc3c2C(=O)CCC3)cc1OCC	-4.8%	6.9
CCOC(=O)N1CCN(C(=O)Nc2cccc(Cl)c2)CC1	4.2%	4.6
CCn1cc(CNC(=O)c2cccc([N+](=O)[O-])c2)cn1	0.6%	-4.5

More structures follow:
molecule	GlmU inhibition	Mtb RmlCD inh
CC(C)(C)N1CC(COc2ccccc2)OC1=O (stereo unspecified)	1.2%	35.3
O=C1c2ccccc2C(=O)N1CCOc1ccccc1	-2.9%	.
COc1ccc(CNC(=O)C2CC(c3cccc([N+](=O)[O-])c3)=NO2)cc1 (stereo unspecified)	2.7%	-0.5
Nc1nonc1-c1noc(-c2ccccc2)n1	5.7%	-0.9
COc1ccc(CCC(=O)OC(C)C(=O)c2ccc(C)cc2)cc1 (stereo unspecified)	-8.5%	3.5
Cc1cc(-c2ccccc2)nc2c(Br)c(=O)[nH]n12	4.3%	7.6
COc1ccccc1OCCC(=O)OCC(=O)NC(=O)NC(C)(C)C	-0.3%	.
Cc1c(NC(=S)N/N=C/C=C/c2ccc([N+](=O)[O-])cc2)c(=O)n(-c2ccccc2)n1C	3.4%	.
O=C(NCc1ccc(F)cc1)c1cccc2c1C(=O)N(Cc1cccnc1)C2	-0.2%	0.9
CCN(CC)CCNC(=O)c1ccc2c(=O)n(C3CCCC3)c(=S)[nH]c2c1	-2.9%	2.8

(next part)
molecule	GlmU inhibition	Mtb RmlCD inh
CCCCCN(C(=O)NC(=O)Nc1nncs1)S(C)(=O)=O	-2.4%	.
Cc1cccc(-c2noc(-c3ccc(Cl)cc3[N+](=O)[O-])n2)c1	-2.1%	9.7
COCCOC(=O)C1=C(C)NC(C)=C(C(=O)OCCOC)C1/C=C/c1ccccc1OC	2.8%	.
O=C(Nc1ccccc1C(=O)NCc1ccccc1)c1ccccc1	1.6%	.
COc1ccc(C)cc1NC(=O)C(OC(=O)CNC(=O)c1ccc(Oc2ccccc2)cc1)c1ccccc1 (stereo unspecified)	1.6%	.
COc1ccc(-c2cc(C(=O)Nc3ccccc3)on2)cc1	1.9%	.
Cc1ccnc(NS(=O)(=O)c2ccc(NC(=O)C3CCCO3)cc2)n1 (stereo unspecified)	9.3%	.
CCc1nc(NCC2CCCO2)c(C#N)c2c1COC(C)(C)C2 (stereo unspecified)	0.8%	.
CCCn1c2c(c(O)c(C(=O)Nc3nc(C)cs3)c1=O)CCCC2	5.6%	8.0
C1CCc2c(nnc3c2-c2nonc2CC3)C1	4.6%	-4.5

(list continues)
molecule	GlmU inhibition	Mtb RmlCD inh
O=C(N/N=C\c1ccccn1)c1ccccc1O	1.7%	-1.1
Cc1csc(NC(=O)CSc2nnc(NC(=O)COc3ccccc3)s2)n1	-3.4%	-6.2
CCCCCc1cc(O)c2c(C)cc(=O)oc2c1	2.7%	13.4
O=C1CCCN1CCCNC(=S)Nc1cccc2ccccc12	-5.5%	-9.7
Cc1nc(-c2ccncc2)nc(NCCNc2ccc(C(F)(F)F)cn2)c1Cl	2.0%	3.1
Cc1ccccc1-n1c(-c2ccc(Cl)cc2)cnc1SCC(=O)NC1CCS(=O)(=O)C1 (stereo unspecified)	-4.1%	-7.2
Cc1ccc(S(=O)(=O)NCCc2cccs2)cc1	-4.1%	-8.7
CS(=O)(=O)N1CCC(C(=O)N2CCN(c3cccc(Cl)c3)CC2)CC1	1.6%	1.4
COc1ccc(-c2c(C#N)c(N)nc3c2CCc2ccccc2-3)cc1OC	-2.3%	.
CC1=CCC2C(=O)N(c3ccc(OC(=O)c4ccco4)cc3)C(=O)C2C1 (stereo unspecified)	0.4%	.

(further entries)
molecule	GlmU inhibition	Mtb RmlCD inh
O=C(Cc1ccc(Cl)cc1Cl)Nc1ccc(OC(F)F)c(Cl)c1	0.4%	4.7
Cc1nnc(NC(=O)CSc2ccc(-c3ccccn3)nn2)s1	2.5%	-10.6
COc1ccc(S(=O)(=O)N2CCCN(S(=O)(=O)c3ccc(OC)c(C)c3)CC2)cc1C	2.0%	.
Cc1ccc2cc(C#N)c(NCCCNC(=O)C3CCCO3)nc2c1 (stereo unspecified)	2.9%	9.7
CN(C)/C=C/C(=O)c1ccccc1	-1.4%	-12.4
CCCCOC(=O)c1ccc(NC(=O)c2cc(Cl)ccc2OC)cc1	-5.3%	.
O=Cc1cccn1Cc1ccc(Cl)cc1Cl	-3.0%	.
Cc1ccc(NC(=O)CN(C)C(=O)c2ccc(C(F)(F)F)cc2)cc1	-3.4%	-3.6
Nc1c(CO)nnn1-c1ccccc1	-4.6%	4.9
CCOc1cc(NC(=S)NCC(C)C)c(OCC)cc1NC(=O)c1ccco1	0.9%	.

Remaining list, next part:
molecule	GlmU inhibition	Mtb RmlCD inh
COc1ccc(C(=O)Nc2ccc(F)cc2F)cc1	-4.0%	10.7
C=CCNCCCCOc1cccc(Br)c1	4.5%	11.5
OC(c1ccc(Cl)cc1)c1nnc(-c2ccccc2)o1 (stereo unspecified)	0.6%	.
O=c1c(-c2ccc3c(c2)OCCO3)coc2cc(OC3OC(CO)C(O)C(O)C3O)ccc12 (stereo unspecified)	6.5%	28.7
O=c1[nH]c(CSc2cccc[n+]2[O-])nc2ccccc12	2.0%	.
O=C(COC(=O)c1cncc(Br)c1)NCc1ccc(F)cc1	-1.0%	-7.8
CCOc1ccc2sc(NS(=O)(=O)c3ccc(OC)c(OC)c3)nc2c1	-3.4%	-0.1
COc1ccc(-c2cc(C(F)F)n3ncc(C(=O)NCCCN4CCCC4=O)c3n2)cc1	0.8%	11.0
CN/N=C/c1ccc(C#N)cc1	0.5%	5.8
COc1ccc(NC(=O)c2ccc(-n3nc(C)cc3C)cc2)cc1OC	1.1%	.

A different layout for some results above.
Second line of a record – GlmU inhibition, Mtb RmlCD inh
CN/N=C/c1ccc(C#N)cc1
→ 0.5%, 5.8
COc1ccc(-c2cc(C(F)F)n3ncc(C(=O)NCCCN4CCCC4=O)c3n2)cc1
→ 0.8%, 11.0
O=C(COC(=O)c1cncc(Br)c1)NCc1ccc(F)cc1
→ -1.0%, -7.8

Additional compounds.
molecule	GlmU inhibition	Mtb RmlCD inh
CCN(c1ccccc1)S(=O)(=O)c1ccc(N)cc1	4.4%	-9.4
Cc1cnc(C(=O)OCC(=O)NCc2ccccc2)cn1	8.9%	1.8
Cc1cc(C)c(C#N)c(OCC(=O)c2ccccc2)n1	-3.7%	.
Cc1cccc2cc(CN(Cc3nnnn3Cc3ccco3)C3CCCC3)c3nnnn3c12	0.3%	-16.9
CN(Cc1ccccc1)S(=O)(=O)c1ccc2c(c1)n(C)c(=O)n2C	1.6%	.
Cc1cccc(C)c1NC(=O)COC(=O)Cc1ccsc1	5.0%	.
COc1ccccc1OCc1ccc(C(=O)N2CCN3CCCC3C2)cc1 (stereo unspecified)	-2.0%	-8.6
O=C(Nc1cccn(Cc2ccccc2Cl)c1=O)NC1CCCCC1	2.1%	-4.5
CC(=O)c1cccc(Nc2cc(C)nc3c(C)cccc23)c1	-2.0%	6.5
CC12CCC(C(=O)N/N=C/c3ccc(O)cc3)(OC1=O)C2(C)C (stereo unspecified)	-3.7%	.

The listing continues.
molecule	GlmU inhibition	Mtb RmlCD inh
O=C(NCCNC(=O)C(c1ccccc1)c1ccccc1)c1ccco1	4.5%	.
Cc1ccc(C2=N/C(=C\c3c(C)nn(-c4ccccc4)c3N3CCCC3)C(=O)O2)cc1	-4.8%	-5.4
CCO[C@H]1OC(C(=O)N2CCN(C)CC2)=C[C@@H](C(C)(C)C)[C@@H]1CCCO	2.1%	.
Cc1ccc(OCCNC(=O)c2cc(C(=O)NCCOc3ccc(C)cc3)cc([N+](=O)[O-])c2)cc1	2.1%	8.4
Cn1c(=O)c2c(nc(Cl)n2Cc2ccncc2)n(C)c1=O	6.3%	.
Fc1ccc(C(OCCN2CCCC2)c2ccc(F)cc2)cc1	-1.7%	-0.2
COc1ccc(/C=C2\CN(Cc3ccccc3)C/C(=C\c3ccc(OC)cc3)C2=O)cc1	3.8%	.
CCSc1ccccc1C(=O)NCCCn1ccnc1	-1.3%	11.7
O=S(=O)(NC1c2cccc3cccc(c23)C1N1CCN(CCO)CC1)c1ccccc1 (stereo unspecified)	-2.9%	.
CCOC(=O)C(C)Sc1nc(-c2cccs2)ccc1C#N (stereo unspecified)	-0.8%	14.9

Going on with the list:
molecule	GlmU inhibition	Mtb RmlCD inh
CCOC(=O)N1CCC(Nc2cc(C)nc3c(-c4ccccc4OC)c(C)nn23)CC1	.	-3.1
CCNC(=O)COC(=O)c1cc(=O)[nH]c2ccccc12	-2.2%	0.6
O=C(c1nc2ccc(Cl)cn2c1CNCC[C@@H]1C[C@@H]2C=C[C@H]1C2)N1CCCCCCC1	-5.9%	8.6
O=C(CCN1C(=O)c2ccccc2C1=O)Nc1cccc(F)c1	1.2%	-0.7
CCOC(=O)CSC1=C(C#N)C(c2ccccc2OCC)C(C(=O)OCC)C(=O)N1 (stereo unspecified)	13.2%*	82.0
O=C(c1ccc2c(c1)OCO2)N1CCN=C1SCc1ccccc1	-5.1%	-2.7
COc1ccc(CNC(=O)c2cnc(C)cn2)c(OC)c1	-2.5%	.
COc1ccc(C(=O)Nc2cc(C)on2)cc1[N+](=O)[O-]	2.7%	6.1
Cc1ccc(NC2c3ccccc3C(=O)N2c2cccnc2)cc1 (stereo unspecified)	4.3%	-11.3
O=C(NCc1ccc2c(c1)OCO2)c1cnc2ccccn2c1=O	-2.9%	.

A portion of the library (hit frequency here may not be typical).
